From PubChem BioAssay
ELG1 genotoxic: genotoxicity induction in ELG1-luciferase HEK293T cells; HEK293T ELG1-luciferase reporter, luminescence, 16 h; Potency, µM (top dose mostly 46 µM), for inactives: at the highest dose activity change, positive = activation, actives largely listed as activators; 330,000 tested, 1.3% active; AID 504466; further: potency means the concentration at half of the fitted maximal effect; % of control where 0% means no effect; nearly all actives have a fitted effect of over 60% in size
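Quantitative HTS format in 1536-well plates. HEK293T ELG1-luciferase reporter cells receive test compound and are incubated 16 hr at 37 °C, 5% CO2; ONE-Glo added, 30 min room temperature, then luminescence read.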
Integrin act MD: activates integrin-mediated alleviation for muscular dystrophy; alpha7betagal myoblasts, beta-gal FDG fluorescence, 48 h; Potency, µM (top dose mostly 38.3 µM), without a hit: at the highest dose activation, most hits filed as activators; 350,000 tested, 0.064% active; AID 624291;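 further: potency means the concentration at half of the fitted maximal effect; 100% = response of the positive control SU9516; nearly all actives have a fitted effect of over 60% in size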
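Alpha7betagal+/- myoblasts (passage 13) were plated 16-24 hr, then exposed to compounds (1:260 dilution of DMSO stock) for 48 hours at 37C. After MPER lysis, β-galactosidase reporter activity was read as FDG fluorescence (ex 480/em 540) after 30 minutes.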
TSG101-PTAP inh: blocks PTAP/TSG101 interaction to inhibit HIV-1 budding; Q99816; Fluorescence polarization, FITC-PTAP peptide / Tsg101 binding; Potency, µM (doses to about 115 µM), for inactives: at the highest dose activity change, negative = inhibition, most hits filed as inhibitors; 340,000 tested, under 10 active; active means well fitted inhibition curve with a large enough effect in the main read-out, with a control signal flat, not every such curve was filed as active; inconclusive means small, poorly fitted or top-dose-only effect, or effect the other way, or a change in a side signal; inactive means no such curve, though single readings can be large or run the other way; further: potency means the concentration at half of the fitted maximal effect; % of control where 0% means no effect
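Steps: Tsg101 binding domain dispensed (10 uM final), compounds pinned in DMSO, FITC-labeled PTAP-motif peptide added (50 nM final); after 20 min binding at room temperature, polarization measured.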
USP2a block: inhibitors of human ubiquitin-specific protease USP2a. 330,000 tested, 0.01% active. AID 463254. Potency, µM (top dose mostly 38.3 µM), for the others: at the top dose activity change, negative = inhibition, actives largely listed as inhibitors. USP2 core, Ub-CHOP2 coupled fluorogenic reporter, 485/531;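 further: potency means the concentration at half of the fitted maximal effect; plate controls were DMSO wells for no effect and full inhibition by NEM control for full effect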
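USP2 core (10nM final) preincubated 30min RT with compound in 20mM Tris-HCl pH 8.0, 2mM CaCl2, 2mM beta-mercaptoethanol, 0.05% CHAPS; 25nM Ub-CHOP2 plus 25nM reporter substrate added, fluorescence (Ex485/Em531) read after 60min.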
p53 reactivation: mutant p53 re-activation in reporter cells | H1299 p53-A138V BP100-luciferase reporter, luminescence, 24 h | Potency, µM (top dose mostly 92.2 µM), for inactives: at the highest dose activity change, positive = activation, usual class: activators | 320,000 tested, 0.063% active | AID 504706; further: potency means the concentration at half of the fitted maximal effect; % of control where 0% means no effect; nearly all actives have a fitted effect of over 45% in size
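H1299 (p53-null), stable ts p53-A138V + BP100-Luc; 1000 cells/well, Opti-MEM/10% FBS; cpd 4 pt, 1:5; 24 h, 37 deg C, 5% CO2; detection reagent 10 min RT; luminescence.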
Eya2 phos inh: blocks the phosphatase activity of human Eya2. O00167. recombinant Eya2, OMFP fluorescence dephosphorylation (OMFP is methylfluorescein phosphate). Potency, µM (series often up to 76.9 µM), for the others: top-dose activity, negative = inhibition, hits mostly inhibitors. 330,000 tested, 0.006% active; further: potency means the concentration at half of the fitted maximal effect; on the % scale 0 is the no-effect control and ±100 the full control effect
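Eya2 protein (added as 0.2 uM solution) was preincubated with compound for 10 min at ambient temperature in 50 mM HEPES pH 7.5, 50 mM NaCl, 5 uM MgCl2, 0.05% BSA, 1 mM DTT. OMFP (added at 50 uM) then reacted 10 min; fluorescence read at 485/525 nm.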
B2AR arrestin: agonists driving beta-arrestin recruitment to human beta2-adrenergic receptor; P07550; 330,000 tested, 0.02% active; beta-arrestin recruitment to beta2AR, cell-based reporter; Potency, µM (top dose mostly 46.1 µM), for inactives: at the top dose activation, usual class: activators;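 further: potency means the concentration at half of the fitted maximal effect; 0% = DMSO controls and full agonism = EC100 isoproterenol or metaproterenol; nearly all actives have a fitted effect of over 65% in size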
BRCA1 expr up: BRCA1 expression activation. MCF7-BRCA1-FFLuc reporter, luminescence, 48 h; response scale: scaled: vehicle 0%, 10 µM genistein 100%. Potency, µM (titrated, usually from 46.1 µM), without a hit: at the top dose activation, actives largely listed as activators. 380,000 tested, 1.1% active; further: potency means the concentration at half of the fitted maximal effect; nearly all actives have a fitted effect of over 80% in size; some results filed as inactive show a strong effect at the top dose
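Luminescence from a BRCA1-driven firefly luciferase in MCF7 cells was the read-out, taken 15 min after substrate addition following 48 h compound exposure at 37 °C. Data were normalized to a 10 microM genistein control and DMSO vehicle.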
ASM inhibitor: blocks human secretory acid sphingomyelinase. P17405. placental ASM, HMU-PC fluorogenic substrate, 60 min. Potency, µM (titrated, usually from 57.5 µM), for the others: top-dose activity change, negative = inhibition, most hits filed as inhibitors. 340,000 tested, 0.006% active; further: potency means the concentration at half of the fitted maximal effect
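HMU-PC0 cleavage (9 uM final) by human placental ASM, 60 min at 37 °C following 10 min compound exposure at RT; stopped at pH 10, fluorescence Ex 386/Em 447 nm.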
uPA surface inh: blocks generation of uPA at the cell surface; 330,000 tested, 0.31% active; cell surface uPA generation assay, qHTS; Potency, µM (doses to about 38.3 µM), without a hit: at the top dose activity change, negative = inhibition, actives largely listed as inhibitors; active means well fitted inhibition curve with a large enough effect; inconclusive means small, poorly fitted or top-dose-only effect; inactive means no such curve, though single readings can be large or run the other way; tested in mouse RAW 264.7 cells; further: potency means the concentration at half of the fitted maximal effect; on the % scale 0 is the no-effect control and ±100 the full control effect; nearly all actives have a fitted effect of over 55% in size
TRPV1 ag: agonists of human vanilloid receptor 1 (TRPV1). TRPV1-expressing cells, Fluo-8 calcium influx, agonist mode. activation, % at 8.33 µM. 320,000 tested, 0.19% active. AID 540275; in the data active means activation above about 80%; inconclusive means between about 30% and that limit; further: 0% is about no effect
Target sequence (Q8NER1 whole entry, looked up): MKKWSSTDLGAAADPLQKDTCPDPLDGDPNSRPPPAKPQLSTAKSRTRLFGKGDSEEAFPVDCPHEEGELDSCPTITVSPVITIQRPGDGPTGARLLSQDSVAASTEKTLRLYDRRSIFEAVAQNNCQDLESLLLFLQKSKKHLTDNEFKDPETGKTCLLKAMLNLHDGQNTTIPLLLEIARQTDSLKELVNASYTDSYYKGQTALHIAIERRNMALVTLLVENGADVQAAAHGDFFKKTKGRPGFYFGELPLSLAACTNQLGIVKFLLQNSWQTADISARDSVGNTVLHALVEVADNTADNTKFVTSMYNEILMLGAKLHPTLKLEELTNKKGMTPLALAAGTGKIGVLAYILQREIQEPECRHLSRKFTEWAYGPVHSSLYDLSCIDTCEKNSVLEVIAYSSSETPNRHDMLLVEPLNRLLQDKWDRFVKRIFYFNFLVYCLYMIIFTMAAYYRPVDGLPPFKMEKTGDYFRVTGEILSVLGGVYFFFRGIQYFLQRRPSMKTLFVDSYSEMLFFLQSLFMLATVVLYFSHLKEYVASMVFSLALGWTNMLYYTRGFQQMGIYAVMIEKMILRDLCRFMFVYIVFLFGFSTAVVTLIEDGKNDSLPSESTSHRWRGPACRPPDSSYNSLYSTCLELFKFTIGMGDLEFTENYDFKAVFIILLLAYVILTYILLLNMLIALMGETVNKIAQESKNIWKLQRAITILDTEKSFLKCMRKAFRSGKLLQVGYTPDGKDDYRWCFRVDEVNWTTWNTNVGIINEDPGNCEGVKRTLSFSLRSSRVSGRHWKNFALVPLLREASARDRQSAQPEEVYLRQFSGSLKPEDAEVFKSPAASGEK
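TRPV1-expressing cells were cultured overnight at 35.5C and loaded with Fluo-8 calcium dye for 40 to 90 min at room temperature. After a 10 s baseline, compound was added and calcium influx was read kinetically for 3 min (ex 480/em 520 nm).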
Active calls of the source: *; ? = inconclusive; . = not tested or not shown; [ ] = another dose, or the depositor's remark. Unless noted, the call rests on the fitted dose curve; in most records, active means well fitted curve in the direction sought with a large enough effect; inconclusive means small, poorly fitted or top-dose-only effect, or another doubt; inactive means no such curve, though single readings can be large; an effect the other way counts as inactive or inconclusive.

SMILES | ELG1 genotoxic | Integrin act MD | TSG101-PTAP inh | USP2a block | p53 reactivation | Eya2 phos inh | B2AR arrestin | BRCA1 expr up | ASM inhibitor | uPA surface inh | TRPV1 ag
CCOc1ccccc1NC(=O)Nc1ccc(Cl)cc1 | 7% | -16% | -1% | 0% | ? | -5% | -1.5% | -50%[inhibitor] | -9% | -6% | 6
O=c1ccc2cc(S(=O)(=O)N3CCN(c4ccccc4)CC3)ccc2o1 | 1% | 6% | -3% | 1% | 2% | -3% | -0.5% | 1% | 1% | -1% | 11
CC(=O)NC1C(=O)Nc2c1cccc2C(F)(F)F (stereo not given) | 0% | 7% | 0% | 0% | 1% | -8% | 0.0% | 7% | 5% | 2% | 2
CCOC(=O)N1CCC(NC(=O)CC(NS(=O)(=O)c2ccc(C)cc2)c2ccco2)CC1 (stereo not given) | 0% | 6% | -4% | 1% | 1% | 1% | -0.3% | -13% | 2% | 2% | -9
Cc1sc2nc(CSc3nnnn3-c3ccc(Cl)cc3)[nH]c(=O)c2c1C | 1% | 14% | ? | -3% | -9% | -3% | 0.0% | -41% | 3% | 2% | 9
O=C(O)C1CCCN(S(=O)(=O)c2ccccc2[N+](=O)[O-])C1 (stereo not given) | 1% | 6% | -5% | 0% | . | 2% | -0.1% | 6% | -2% | 4% | 2
CCCc1ccc(C#N)c(SC2CC(=O)N(c3ccc(OC)cc3)C2=O)n1 (stereo not given) | 1% | 0% | -4% | -1% | 7% | -1% | -0.2% | 22% | 0% | 2% | 0
Cc1cnc(C(=O)NC2CC(C)(C)Cc3c2cnn3-c2ccccc2)cn1 (stereo not given) | -3% | -22% | -1% | 2% | -8% | -1% | -0.4% | -7% | 4% | 2% | 27
C#CCNCCS(=O)(=O)N(Cc1ccc(Br)cc1)[C@@H](CC(C)C)C(=O)O | 3% | -8% | 0% | 3% | 8% | 6% | -0.4% | 16% | 0% | -5% | .
Cc1nc(SCC(=O)NNC(=O)c2ccc(F)cc2)c2ccccc2n1 | 1% | -16% | 2% | -3% | 7% | -5% | -0.1% | -29% | 2% | 1% | .
CN(C)C=C1C(=O)c2ccccc2C1=O | 8% | 9% | 2% | 7% | ? | 16% | -0.3% | -51% | -3% | -5% | 2
COc1cccc(NC(=O)C/C(C)=N/NC(=O)c2ccccc2Cl)c1 | 5% | -9% | -4% | 1% | 0% | 12% | -1.0% | 21% | 0% | 0% | 1
CCOC(=O)c1c(C)oc2cc(Br)c(OC(=O)N3CCOCC3)cc12 | 1% | 4% | -5% | -2% | -3% | -14% | 0.3% | -49% | 0% | -1% | 16
O=C1CC(C(=O)Nc2ccc(F)cc2)S/C(=N\N=C\c2ccco2)N1 (stereo not given) | 2% | 5% | -4% | -1% | 0% | -5% | -0.3% | -25% | 5% | 2% | -4
Cc1nc2c(o1)C(=O)c1ccccc1C2=Nc1ccccc1 | . | -56%[inhibitor] | -2% | . | . | . | . | -88% | 0% | -10% | .
Cc1ccc(NS(=O)(=O)c2c(C)[nH]c(C)c2C(=O)N2CCCCC2)cc1C | -4% | -14% | 0% | 1% | -6% | -6% | 0.6% | -9% | -5% | 4% | -5
Cc1cccc(CC2CC(=O)N(c3ccc([N+](=O)[O-])cc3)C2=O)c1 (stereo not given) | 2% | 15% | -5% | 0% | . | -1% | -0.1% | -13% | -1% | 1% | 20
Cc1ccc(-c2nnc(SCC(=O)OC(C)C)n2N)cc1 | 2% | -10% | -4% | 0% | 11% | -4% | -0.2% | -2%[1.84 µM] | -1% | -1% | 0
NNC(=O)c1c(O)c2cccc3c2n(c1=O)CCC3 | -4% | 0% | 0% | 1% | -7% | -10% | -0.6% | -40% | -1% | 5% | -5
COCCNC(=O)c1ccccc1NC(=O)Cc1ccccc1 | 3% | 18% | -1% | 0% | 3% | -24% | -0.8% | -4% | 0% | -5% | 0
COC(=O)c1sc2ccccc2c1NC(=O)c1ccc(S(=O)(=O)N2CCCCC2C)cc1 (stereo not given) | 0% | 19% | -2% | -2% | -1% | 2% | 2.4% | -23% | -5% | 18% | 14
CCOC(=O)C(OC(=O)c1sc(=S)n(C)c1C)C(C)=O (stereo not given) | 1% | -13% | 1% | -3% | 10% | -29% | -0.2% | -12% | 0% | 2% | -9
Cc1ccc(S(=O)(=O)NCC(c2ccccc2)N2CCCCC2)cc1 (stereo not given) | -2% | ? | -7% | 3% | -2% | 2% | 0.4% | -1% | -1% | 4% | .
CNC(=S)NNS(=O)(=O)c1ccc(OC)cc1OC | -1% | 3% | -8% | 3% | 0% | -3% | 0.1% | 27% | 4% | 3% | 4
COc1ccccc1N1CCN(C2CCCN(C(=O)c3csc(C)n3)C2)CC1 (stereo not given) | 1% | 6% | 0% | 2% | -1% | 1% | 0.2% | 14% | -2% | 5% | 1
COC(=O)C1=C(C(=O)OC)C(c2cc(Br)ccc2O)c2sc(=O)[nH]c2S1 (stereo not given) | -1% | 3% | 1% | 1% | 5% | 10% | -0.3% | -25% | 17% | 1% | 2
CCCOc1nc2ccccc2cc1/C=C/C(=O)O | 2% | -40% | -8% | 1% | 0% | 3% | -0.8% | -16% | 317%[activator] | 2% | 1
Cc1ccc(NC(=O)COC(=O)/C=C/c2cccs2)cc1 | 2% | -15% | -2% | 1% | 11% | -11% | -1.3% | -7% | 3% | -1% | 24
CCCCC1CCC(C(=O)Nc2ccccc2N2CCOCC2)CC1 (stereo not given) | -4% | -14% | -7% | 0% | 8% | 18% | -0.2% | -16% | -8% | -7% | 18
O=C(NCc1ccco1)c1ccc(NC(=O)C2COc3ccccc3O2)cc1 (stereo not given) | -2% | -7% | 3% | -1% | -3% | -19% | -0.6% | -7% | 1% | -5% | 15
CC(C)CNc1nnnc2c1sc1nc(N3CCOCC3)c3c(c12)CCCC3 | 0% | 3% | -1% | 0% | -1% | 3% | -0.4% | -4% | -2% | -3% | 24
COc1ccc(Cl)cc1NC(=O)CCN1C(=O)NC(C)(C)C1=O | 1% | 2% | -4% | 2% | 1% | 27% | -0.3% | 8% | 3% | 1% | -1
CC(C)c1nc(SCC(=O)N2CC(=O)Nc3ccccc32)c2ccccc2n1 | -10% | 0% | 0% | 0% | 1% | -1% | -0.3% | -40% | -6% | . | 13
N#Cc1c(C(F)(F)F)cc(-c2ccco2)nc1SCc1ccncc1 | -6% | 4% | 2% | 1% | 6% | 3% | -0.4% | -90% | . | 0% | 9
CC(C)(C)c1csc(NC(=O)C2COc3ccccc3O2)n1 (stereo not given) | ? | 11% | -4% | 1% | 13% | -11% | -0.5% | 105% | -1% | 4% | 28
C=CCn1c(SCC(=O)Nc2ccc(Br)cc2)nc(O)c(CC)c1=O | -5% | -8% | -5% | 0% | -4% | 10% | -0.5% | 6% | -9% | 2% | -6
COc1ccc(-c2nc(CS(=O)CC(=O)NCc3ccc(F)cc3)c(C)o2)cc1 (stereo not given) | -3% | 6% | -3% | 0% | 4% | 0% | 0.1% | 16% | -3% | 0% | 9
O=C(/C=C\Nc1ccc2c(c1)OCO2)c1ccc(Cl)s1 | 0.82µM* | -7% | 9% | 2% | 7% | -13% | 0.4% | ? | -8% | 1% | 0
O=C(Nc1cccc(S(=O)(=O)N2CCCCC2)c1)c1ccc(S(=O)(=O)C(F)F)cc1 | -7% | -49%[inhibitor] | -1% | 1% | 9% | 1% | 0.3% | -59% | -4% | -4% | ?
Cc1ccc(-c2nc(SCC(=O)NCC3CCCO3)c(-c3ccc(C)cc3)[nH]2)cc1 (stereo not given) | 1% | 18% | -2% | 3% | -4% | 1% | 1.2% | -10% | 1% | 3% | ?
O=C(/C=C/c1ccc2c(c1)OCO2)NCc1ccc(F)cc1 | -1% | ? | -11% | 3% | -2% | -11% | 0.4% | 5% | 5% | 4% | ?
COc1ccccc1N1CCN(c2ccc3cc(S(=O)(=O)N4CCCCC4)ccc3n2)CC1 | -3% | 0% | -4% | 3% | 6% | 1% | -0.6% | -43% | 2% | 7% | 6
N/C(CSc1ccc(Cl)cc1)=N\NC(=O)c1ccncc1 | -11% | 22% | -4% | 3% | -2% | 1% | -0.3% | -9% | 6% | 1% | -2
CCOC(=O)Nc1sc2c(c1C(=O)OCC)CCC2 | 0% | -1% | 0% | 3% | 3% | -21% | 0.0% | 1% | -1% | . | 14
COC(=O)NCC(C)OC(=O)Nc1ccc(Cl)cc1 (stereo not given) | 24% | 15% | -1% | 1% | 6% | 3% | 0.2% | 117% | 1% | 0% | 8
